# HSF1 activator = increases HSF-1 driven luciferase reporter signal | NIH3T3-HGL HSF-1 luciferase reporter, MG132, 8 h; 100% = twice DMSO control signal | activation, % at 9 µM | hit rate 1.7% among 300,000 | AID 504408;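 active = mean replicate activation of at least 50% with a set share of replicates each reaching 50%; inconclusive = only one of those two conditions met; inactive = mean below 50% and too few replicates reaching it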;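 also: 0% = median of the neutral control wells and 100% = twice that signal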
# HSF1 inh = HSF1 inhibition | NIH3T3-HGL HSE-luciferase, MG132-induced, luminescence 8 h; active compounds read low | activity change, negative = inhibition, % at 7.5 µM (by protocol) | hit rate 0.77% among 300,000;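 active = more than half of replicate wells show activity change below -50%, luminescence cut by over half; inconclusive = some wells, but at most half, below -50%; inactive = no replicate well below -50%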;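 also: luciferase reports HSF-1 transcriptional activity via heat shock element; 0% = median of DMSO wells and -100% = zero luminescence signal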
# GSK3B inh = blocks human GSK3beta kinase activity | P49841 | GST-GSK3beta kinase, ADP-Glo luminescence, 60 min; active compounds read low | activity score (negative = inhibition), % at 10 µM | hit rate 0.038% among 300,000 | AID 2097;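 active = more than half of replicate wells score below -50%, meaning over 50% inhibition versus plate controls; inconclusive = some replicates but at most half score below -50%; inactive = no replicate scores below -50%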;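 also: 0% = median DMSO wells and -100% = median GW8510 positive control wells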
# Target sequence (P49841 whole entry, looked up): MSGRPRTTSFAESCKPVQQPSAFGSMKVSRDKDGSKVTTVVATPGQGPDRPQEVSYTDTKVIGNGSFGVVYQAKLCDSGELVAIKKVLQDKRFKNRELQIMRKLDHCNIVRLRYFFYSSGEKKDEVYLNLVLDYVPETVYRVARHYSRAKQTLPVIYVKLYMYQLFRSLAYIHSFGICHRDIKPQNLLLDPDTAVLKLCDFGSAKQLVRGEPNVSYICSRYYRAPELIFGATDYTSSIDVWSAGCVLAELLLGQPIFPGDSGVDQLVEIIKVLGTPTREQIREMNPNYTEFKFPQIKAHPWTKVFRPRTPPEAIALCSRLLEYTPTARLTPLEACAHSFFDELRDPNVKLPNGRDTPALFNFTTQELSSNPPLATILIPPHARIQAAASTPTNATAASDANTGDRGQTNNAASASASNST
#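 Assay system: GST-tagged human GSK3beta kinase, cell-free; Input: 1.6 ng GSK3beta; Medium: Tris/MgCl2 kinase buffer; Timing: 60 min enzyme reaction, room temperature; Signal: ADP-Glo luminescence quantifying ADP generated by kinase; Evaluation: score relative to plate controls; Benchmarks: DMSO neutral wells and GW8510 at 20 µM as positive.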
# GSK3A inh = inhibitors of human GSK-3 alpha kinase | P49840 | ADP-Glo luminescence, 60 min | inhibition, % at 10 µM | hit rate 0.1% among 320,000 | AID 2650;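 in the data active = inhibition above about 50%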;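 also: GST-tagged GSK-3 alpha with peptide substrate and 25 µM ATP; 0% = DMSO neutral wells and 100% = GW8510 positive control wells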
# Target sequence (P49840 whole entry, looked up): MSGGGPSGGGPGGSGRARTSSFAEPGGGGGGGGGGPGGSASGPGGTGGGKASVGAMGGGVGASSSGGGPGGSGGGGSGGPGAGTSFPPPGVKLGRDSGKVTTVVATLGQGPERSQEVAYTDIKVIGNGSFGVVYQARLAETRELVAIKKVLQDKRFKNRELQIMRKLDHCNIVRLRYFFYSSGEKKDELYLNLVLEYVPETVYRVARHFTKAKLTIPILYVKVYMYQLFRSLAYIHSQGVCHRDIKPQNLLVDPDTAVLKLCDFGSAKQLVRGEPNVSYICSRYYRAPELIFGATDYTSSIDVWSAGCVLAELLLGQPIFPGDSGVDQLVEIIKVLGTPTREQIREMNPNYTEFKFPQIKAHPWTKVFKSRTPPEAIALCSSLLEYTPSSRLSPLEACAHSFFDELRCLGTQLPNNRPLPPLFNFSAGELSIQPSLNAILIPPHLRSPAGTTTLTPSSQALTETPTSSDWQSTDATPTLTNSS
# DYRK1A inh = Dyrk1A (rat) kinase inhibition | ADP-Glo luminescence, NFATc1 peptide | Q63470 | inhibition, % at 12.5 µM | hit rate 0.43% among 310,000; in the data active = inhibition above about 50%;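 also: plate controls were vehicle with enzyme for no effect and no enzyme for full effect; many of its hits are not listed in these tables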
# PolyA inhibitor = inhibitors of polyadenylation in S. cerevisiae. hit rate 0.02% among 300,000. calls only at 12 µM. AID 1875. S. cerevisiae SKY197-pL101 polyadenylation reporter, beta-gal luminescence; efflux-impaired pdr1/pdr3 knockout yeast; score 100 = 6 SD above DMSO;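 active = lowest replicate activity score at least 50, where 100 means six control SD above control mean; inconclusive = lowest score under 50 but half or more replicates reach 50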;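 also: yeast exposed to compound for 9 h at 30 °C; higher score means more reporter readthrough which indicates perturbed polyadenylation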
# HDAC3 inh = blocks human histone deacetylase 3; O15379; inhibition, % at 8.3 µM; recombinant HDAC3, fluorogenic peptide/trypsin coupled, fluorescence; hit rate 0.15% among 320,000; AID 2718; in the data active = inhibition above about 26%, passing the limit was not always enough; inconclusive = no clear call, values can overlap the other calls
# Platelet DG rel = modulates dense granule release in human platelets. human platelet-rich plasma, SFLLRN dense granule ATP release, luminescence. inhibition, %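 (compounds screened at 7.5 µM in platelet-rich plasma)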. hit rate 0.22% among 300,000;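 active = mean replicate score, as percent of positive control, at or above 50; inconclusive = mean below 50 but at least one replicate at or above 50; inactive = mean and every replicate below 50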
# HSP90 inh = blocks HSP90-mediated luciferase refolding in reticulocyte lysate. Rabbit reticulocyte lysate, luciferase refolding luminescence, 3 h. inhibition, % at 5.6 µM. hit rate 0.91% among 290,000. AID 1789;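 active = inhibition above the screen-wide mean plus 3 SD, computed separately per campaign, cut at about 16% in these data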;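 also: 0% = DMSO wells and 100% = 60 µM geldanamycin wells; inhibitors lower the luminescence because luciferase stays unfolded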
# AI-2 QS mod = modulators of Vibrio harveyi AI-2 quorum sensing system. AID 2094. hit rate 0.4% among 300,000. Vibrio harveyi JMH597 AI-2 luminescence/OD600 ratio, 9 h; active compounds read low; strain lacks LuxN and CqsS sensors; 0 = neutral-control median. activity change, % at 7.5 µM; in the data active = activity change below about -75%, passing the limit was not always enough; inconclusive = no clear call, values can overlap the other calls;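 also: luminescence divided by OD600 gain over 9 h not by final OD600 alone; inactives centre near 13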
# Numbers without * were called inactive; i = inactive; ? = inconclusive; · = not tested or not shown. These rows are one share of the data, so the mix of outcomes need not match the whole.
HSF1 activator	HSF1 inh	GSK3B inh	GSK3A inh	DYRK1A inh	PolyA inhibitor	HDAC3 inh	Platelet DG rel	HSP90 inh	AI-2 QS mod	Molecule
7	-4	-3	-1	5	i	0	-8	·	10	CCOc1ccccc1NC(=O)CSc1nc(=O)n(CCCN2CCOCC2)c2c1CCC2
-6	1	3	4	0	i	-3	2	4	26	CCc1ccccc1NC(=O)CN(C)C(=O)CSc1nn(-c2ccc(F)cc2)c(=S)s1
-2	-7	-11	6	3	i	5	12	1	8	COc1cccc(-c2c(C(=O)N/N=C/c3ccco3)nnn2-c2nonc2N)c1
20	10	2	-3	9	i	10	-4	1	23	COC(=O)c1c(CSc2ccc(Cl)cc2)noc1C(=O)NCc1ccco1
9	-2	2	-2	-2	i	0	5	0	28	Cc1c(NC(=O)CCCN2C(=O)c3cccc4cccc(c34)C2=O)c(=O)n(-c2ccccc2)n1C
17	4	3	-2	-4	i	2	0	1	9	CCc1nn(-c2ccccc2)c(N)c1-c1ccc(OC)c(OC)c1
-2	14	-4	7	-99	i	6	12	-1	24	c1ccc2c(Nc3nnc(-c4ccncc4)s3)cccc2c1
36	10	0	-2	·	i	3	-4	-1	0	CCn1c(SCC(=O)O)nnc1C1CCCCC1
9	-2	0	3	6	i	5	-3	-2	36	CC1=C(C(=O)OCc2ccccc2)C(c2ccsc2)NC(=O)N1C (stereo not given)
·	·	0	-1	-1	i	-12	5	3	2	C=C(C)C1CC=C(C)/C(=N\NC(=O)CNc2cccc3ccccc23)C1 (stereo not given)

# Individual results from the results shown:
# Under AI-2 QS mod, CC1=C(C(=O)OCc2ccccc2)C(c2ccsc2)NC(=O)N1C (stereo not given) is entered as 36
# Under Platelet DG rel, C=C(C)C1CC=C(C)/C(=N\NC(=O)CNc2cccc3ccccc23)C1 (stereo not given) is entered as 5
# Under GSK3B inh, c1ccc2c(Nc3nnc(-c4ccncc4)s3)cccc2c1 is entered as -4

# Next part:
HSF1 activator	HSF1 inh	GSK3B inh	GSK3A inh	DYRK1A inh	PolyA inhibitor	HDAC3 inh	Platelet DG rel	HSP90 inh	AI-2 QS mod	Molecule
1	-1	-6	-1	1	i	-3	0	-3	10	Cc1ccccc1NC(=O)c1cccc(S(=O)(=O)N2CCOCC2)c1
2	-10	0	-2	-1	i	10	-1	-1	5	O=C(Nc1cccc(O)c1)N1CCOCC1
0	-10	1	0	17	i	0	1	5	16	Cc1ccc(-c2noc(CCCC(=O)N3CCOCC3)n2)cc1
-37	-15	-2	-52	-9	i	2	-5	1	17	CCC(=O)Nc1cc(C(F)(F)F)ccc1N1CCOCC1
6	3	2	-1	-1	i	4	4	-1	7	Cc1ccc(C(=O)NC(=S)Nc2ccc(NC(=O)c3cccc(Cl)c3)cc2)cc1
13	-7	-12	32	14	i	?	6	-3	22	Oc1ccc(-c2n[nH]c(=S)n2-c2ccc3c(c2)OCCO3)cc1
4	0	0	0	-5	i	0	0	-1	12	CCC(C)N=Cc1c(Nc2ccccc2)nc2c(C)cccn2c1=O (stereo not given)
4	0	1	8	5	i	2	27	1	9	O=C(NCc1ccco1)c1ccc(COCC(F)(F)F)cc1
-4	1	2	1	3	i	-2	7	1	20	COCCn1c(=NC(=O)/C=C/c2cccs2)sc2cc(NC(C)=O)ccc21
-21	-2	1	-1	5	i	0	-2	0	17	O=C(/C=C/c1ccco1)N1CCN(S(=O)(=O)/C=C/c2ccccc2)CC1
19	-7	2	0	7	i	-9	9	-3	23	CCCn1c2c(c(O)c(C(=O)Nc3ncccc3O)c1=O)CCCC2
4	4	0	1	-6	i	-4	5	-2	16	Cc1ccc(NS(=O)(=O)c2ccc3c(c2)oc(=O)n3C)cc1
-8	-3	-5	-1	-4	i	1	-11	3	9	O=C(Nc1ccc2c(c1)C(=O)OC2)c1ccccc1Cl
-9	-4	-1	4	4	·	10	0	-1	8	CCOc1cccc2sc(N(CCN(C)C)C(=O)c3cc4ccccc4cc3OC)nc12
5	-9	0	-2	13	i	-4	25	-2	7	Cc1cccc(Cn2c(CN3CCN(Cc4ccccc4)CC3)nc3c2c(=O)[nH]c(=O)n3C)c1
-1	2	-18	-2	-3	i	0	13	64*	19	O=C(O)CCCCCn1c(SCC(=O)N2CCCC2)nc2ccsc2c1=O
-3	4	1	-1	-2	i	7	8	-2	29	COCc1ccc(C(=O)N2CCCC(Nc3ccc(C(C)C)cc3)C2)o1 (stereo not given)
16	3	-4	-2	0	i	-3	2	-1	12	Cc1ccccc1C(=O)Nc1ccc2nc3n(c(=O)c2c1)CCCC3
8	2	3	-1	-1	i	-3	2	1	16	O=C1OCCN1C(=O)[C@H]1[C@H](c2ccc(Cl)cc2)C(c2cccc(Cl)c2)=NN1c1ccccc1
-3	-9	0	0	6	i	1	1	6	35	Cc1cc(SCC(=O)N(C)c2c(N)n(Cc3ccccc3)c(=O)[nH]c2=O)nc2ccccc12
7	5	2	-1	1	i	22	1	8	4	O=C(/C=C/c1cc[n+](CC(=O)c2ccc3cccc4c3c2CC4)cc1)c1ccc2cccc3c2c1CC3
-4	-3	2	-1	-2	i	6	·	-1	8	O=C(COC(=O)CSCC(=O)N1CCCCC1)NCc1ccc(F)cc1
4	-3	1	-1	-4	i	-5	0	-3	30	O=c1c(F)cn(C2CCCO2)c(=O)n1Cc1c(F)cccc1Cl (stereo not given)
12	5	-2	1	0	i	5	1	2	8	CC(C(=O)Nc1cccnc1)N1C(=O)C2C3C=CC(C3)C2C1=O (stereo not given)
-9	-5	-10	-1	-3	i	-10	-8	3	-2	CCCCCCN=C(C)c1ccccc1O
33	14	-2	1	-1	i	-3	6	1	31	Cc1ccc(NC(=O)[C@H](NC(=O)[C@@H]2Cc3ccccc3CN2)c2ccccc2)cc1
14	3	-4	3	2	i	-3	8	3	9	CC(=O)N1CCN(c2ccccc2NC(=O)c2cccc3c(Cl)cccc23)CC1
17	-4	-3	-2	-1	i	·	-3	-8	17	CCCC(=O)NCCCc1nc2ccccc2[nH]1
-9	-4	5	-1	0	i	-1	12	1	18	COc1ccc(S(=O)(=O)NC(C)C)cc1C(=O)NC1CCCCC1
25	13	6	·	6	i	10	1	-3	36	O=C(CSc1n[nH]c(-c2ccccc2)n1)Nc1ncc(Br)cc1Br
9	0	-4	-2	9	i	1	8	1	12	Nc1nccc(/C=C/c2c(F)cccc2Cl)n1
2	2	1	0	·	i	10	-17	1	7	Cc1csc(=Nc2c(C)n(C)n(-c3ccccc3)c2=O)n1-c1ccccc1
32	16	0	-10	-18	i	0	2	0	23	O=c1c2ccccc2nc(/C=C/c2ccc([N+](=O)[O-])cc2)n1CCCO
13	6	-2	-2	2	i	-2	7	-1	14	CCS(=O)(=O)c1ccc2oc(Nc3ccc(OC)cc3)nc2c1
6	5	1	2	1	i	-4	13	-2	19	COc1cccc2c1Oc1ncccc1N(C(=O)CCC(=O)NCc1ccc(C)cc1)C2
1	5	2	0	-1	i	18	2	0	15	COCCNC(=S)N1CCN(c2nc(-c3ccccc3)cs2)CC1
6	0	3	1	-3	i	5	0	-3	11	COc1cc(Br)c(C(C)NC(=O)c2ccc(C)cc2)cc1OC (stereo not given)
7	-1	-1	0	2	i	-9	9	1	7	CSc1nc2c(ccc3ccccc32)o1
12	-13	1	-3	-7	i	-1	-2	-1	5	COc1ccc(S(=O)(=O)N2CCOCC2)c(Cl)c1Cl
44	21	-2	-3	1	i	4	-7	-2	42	O=C(c1ccc(CSc2ccc(Cl)cc2)cc1)N1CCOCC1
-18	-3	0	-2	-2	i	1	13	-5	21	CN(C)CCC#CC(O)(c1ccccc1)c1ccccc1
-11	-3	-4	-1	3	i	-3	0	2	21	CCOC(=O)c1c(NC(=O)c2ccoc2C)sc2c1CCC2
-1	2	-2	-4	5	i	3	-9	·	17	CCCN(CC(=O)Nc1ccccc1OC)C(=O)c1cccc(S(=O)(=O)NCc2ccccc2)c1
-13	-5	0	2	3	i	-6	-5	·	33	COCCN(C(=O)c1cc2c(s1)CCCCC2)c1c(N)n(Cc2ccccc2)c(=O)[nH]c1=O
-8	-6	-2	3	-5	i	3	·	0	4	CCCn1c(=O)c2c(nc3n2CCCN3CCc2ccccc2)n(C)c1=O
47	21	4	0	0	i	5	-6	15	9	COc1ccc(-c2cn3c4c(sc3n2)CCCC4)cc1
-7	-5	4	-2	0	i	-6	5	3	16	O=C(CSc1nncn1-c1cccnc1)N(c1ccccc1)c1ccccc1
11	-2	-2	-1	8	i	-1	3	-2	51	COc1cc(/C=C/C(=O)OCC(=O)Nc2ccccc2Sc2ccc(Cl)cc2)ccc1O
-1	-3	0	-2	-3	i	3	-5	0	9	O=C(CCc1nnc(CCCc2ccccc2)o1)N1CCCCCC1
14	12	-23	·	10	i	·	7	0	8	CN(C)c1c(-c2ccccc2)cc(-c2ccccc2)[nH]c1=O

# Next part; it opens with the three that closed the last part.
HSF1 activator	HSF1 inh	GSK3B inh	GSK3A inh	DYRK1A inh	PolyA inhibitor	HDAC3 inh	Platelet DG rel	HSP90 inh	AI-2 QS mod	Molecule
11	-2	-2	-1	8	i	-1	3	-2	51	COc1cc(/C=C/C(=O)OCC(=O)Nc2ccccc2Sc2ccc(Cl)cc2)ccc1O
-1	-3	0	-2	-3	i	3	-5	0	9	O=C(CCc1nnc(CCCc2ccccc2)o1)N1CCCCCC1
14	12	-23	·	10	i	·	7	0	8	CN(C)c1c(-c2ccccc2)cc(-c2ccccc2)[nH]c1=O
-19	2	-26	-2	-5	i	-8	19	1	-9	CCOC(=O)c1c(C)oc2c(CC(=O)c3ccccc3)c(Cl)c(O)c(O)c12
7	-5	-2	7	7	i	-6	-4	2	16	COCCNC(=O)c1ccc(CS(=O)(=O)c2ccc(Cl)cc2)o1
-20	-15	5	4	-1	i	1	-4	-1	9	CC(C)n1c(NCCc2ccccc2)nc2c1c(=O)n(C)c(=O)n2C
8	8	-4	0	3	i	1	-2	7	37	COc1ccc(NC(=O)c2cc(S(=O)(=O)N3CCCCC3)ccc2N2CCCCC2)cn1
-7	-7	4	7	-8	i	2	-4	13	1	CCc1cccc(C)c1NC(=O)C1C2CCC(O2)C1C(=O)O (stereo not given)
-4	16	1	-1	1	i	11	0	3	15	Cc1oc(-c2ccccc2F)nc1CS(=O)CC(=O)NCc1ccc(Cl)cc1 (stereo not given)
-8	3	-4	-5	·	i	-12	29	-3	4	COc1ccc(/C=N/n2cnnc2)cc1Br
-15	-3	-2	-1	-3	i	5	10	-7	2	COc1ccc(C(=O)NCC(=O)OCc2ccccc2F)cc1
4	0	-26	-3	-4	i	?	-5	-5	12	O=C(O)CCN1C(=O)/C(=C\c2ccc(-c3nc4ccccc4s3)o2)SC1=S

# Compound activity as filed in PubChem.
